# Screening results deposited in PubChem BioAssay by several laboratories.
# Tat transport: E. coli Tat export inhibitors, primary screen, MC4100, TorA-mCherry reporter, fluorescence, single point | 340,000 compounds, 0.036% hits | AID 488895, 2010 | inhibition, % at 10 µM;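 active means mean replicate inhibition at least 50% and at least half of replicates individually reaching 50%; inconclusive means only one of the two criteria met; inactive means neither criterion met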;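 further: exported cargo escapes ClpAP degradation while cytoplasmic cargo is degraded and loses fluorescence; 0% = median of neutral control wells and 100% = median of NaSCN control wells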
# PKA-R1A activ: activators of PKA-R1A holoenzyme, primary screen, biochemical, fluorescence polarization, Cy5-IP20, bovine R1A, mouse PKAc. PKA-R1A dissociation; scaled: DMSO 0%, 113 µM cGMP 100%. activation, % at 11.4 µM. AID 504707, 2011. 340,000 compounds, 0.083% hits;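 active means percent activation above the mean of all tested compounds plus 3 SD, cut at about 19% in these data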;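 further: higher means more PKAc released from R1A so a rise in polarization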
# MOR-DOR inv ag: inverse agonists of MOR-DOR heterodimerization, primary screen, cell-based, luminescence; cell-based MOR-DOR heterodimer luminescence, inverse agonism; inhibition, % at 9.3 µM; Mu-type opioid receptor (Homo sapiens) + Delta-type opioid receptor (Homo sapiens), …; 340,000 compounds, 0.21% hits; in the data active means inhibition above about 22%, passing the limit was not always enough;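 further: 0% = cells with DMSO and 100% = wells without cells with DMSO; values of inactives mirror those of a sister screen read the other way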
# Ecoli viability: E. coli V3065 growth inhibition, primary screen, counter-screen for AddAB inhibitor project, absorbance, OD600. 18 h. 330,000 compounds, 0.27% hits. AID 449728, 2010. inhibition, % at 11.9 µM;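 active means inhibition above the campaign's mean inhibition across all tested compounds plus 3 SD, cut at about 9.9% in these data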;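 further: uninfected addAB+ strain grown without phage in ampicillin broth; 0% = DMSO wells and 100% = ciprofloxacin 0.95 µg/ml wells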
# SUMO Mot1 rescue: yeast Mot1-301 growth rescue at high temperature, primary screen, SUMOylation pathway inhibitor project, S. cerevisiae, ATP luminescence, 38.5C | 320,000 compounds, 1% hits | growth rescue, % at 18.8 µM | AID 2716, 2010 | S. cerevisiae Mot1-301 growth rescue; percent above DMSO median, 100 means doubled;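 active means every valid replicate shows activation above 250% relative to neutral control wells; inactive means the rest, any valid replicate at or below 250%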;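 further: OY570 slx delta 5 strain wells were the positive control but not used for scaling; some compounds called inactive have numbers as strong as hits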
# PKA-R2B act: activators of PKA-R2B holoenzyme, primary screen, biochemical, fluorescence polarization, Cy5-IP20, human; PKA-R2B holoenzyme dissociation; R2B truncated from residue 108, S112A mutant; 0% DMSO only, 100% 113 µM cGMP; AID 504700, 2011; activation, % at 11.4 µM; 340,000 compounds, 0.079% hits;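 active means activation above a cutoff set at the mean over all compounds plus 3 SD, cut at about 18% in these data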;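 further: higher means more holoenzyme dissociation and a rise in polarization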
# Target sequence (P31323 whole entry, looked up, other chains not shown, the tested form may be a part): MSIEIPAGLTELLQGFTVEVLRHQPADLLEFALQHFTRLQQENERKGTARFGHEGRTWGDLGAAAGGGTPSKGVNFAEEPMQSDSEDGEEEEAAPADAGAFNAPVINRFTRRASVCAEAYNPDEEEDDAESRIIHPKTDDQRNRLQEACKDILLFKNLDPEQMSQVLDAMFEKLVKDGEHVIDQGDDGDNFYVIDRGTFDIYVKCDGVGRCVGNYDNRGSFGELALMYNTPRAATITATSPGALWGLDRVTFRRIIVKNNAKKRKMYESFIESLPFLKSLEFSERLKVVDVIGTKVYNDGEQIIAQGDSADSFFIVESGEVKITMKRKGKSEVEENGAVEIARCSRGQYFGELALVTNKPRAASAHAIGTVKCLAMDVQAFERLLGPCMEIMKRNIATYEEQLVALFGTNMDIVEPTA
# HTR5A inv ctr: HTR5A inverse agonists in luminescence cell assay, primary screen, counter-screen for OPRM1-OPRD1 heterodimer inverse agonist project, full-deck HTS; inhibition, % at 9.3 µM; HTR5A cell line, inverse agonism; 340,000 compounds, 0.083% hits; AID 504634, 2011; 5-hydroxytryptamine receptor 5A (Homo sapiens), P47898; in the data active means inhibition mostly above about 23%, no sharp cut-off; inactive means mostly below about 18%;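 further: 0% = cells with DMSO and 100% = no-cell wells with DMSO; some compounds called inactive have numbers as strong as hits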
# Target sequence (P47898 whole entry, looked up): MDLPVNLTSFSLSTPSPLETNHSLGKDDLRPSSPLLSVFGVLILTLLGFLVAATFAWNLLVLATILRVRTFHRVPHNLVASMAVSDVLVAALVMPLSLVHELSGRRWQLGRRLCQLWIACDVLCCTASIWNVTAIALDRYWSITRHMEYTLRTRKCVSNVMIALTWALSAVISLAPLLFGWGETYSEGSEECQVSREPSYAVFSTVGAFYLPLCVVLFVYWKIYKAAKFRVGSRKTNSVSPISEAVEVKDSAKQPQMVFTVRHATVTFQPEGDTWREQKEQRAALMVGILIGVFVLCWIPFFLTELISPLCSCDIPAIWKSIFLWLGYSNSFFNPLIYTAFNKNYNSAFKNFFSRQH
# PfHsp90 set2: growth inhibition of PfHsp90-expressing yeast, primary screen, antimalarial PfHsp90 inhibitor project, S. cerevisiae, BacTiter-Glo luminescence, single point, set 2; BacTiter-Glo ATP, 48 h; yeast lacking PDR1 and PDR3 efflux regulators; inhibition, % at 9.4 µM; 310,000 compounds, 0.32% hits; AID 504621, 2011;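 active means every replicate shows inhibition above about 80%, whatever the replicate mean, limit read from the data; inconclusive means mean inhibition reaches the set limit but some replicate falls short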;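 further: 0% = DMSO neutral controls and 100% = 20 µM radicicol positive controls; yeast relying on Plasmodium falciparum Hsp90 in place of its own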
# OPRM1-OPRD1 ag: agonists of OPRM1-OPRD1 heterodimerization, primary screen, cell-based, luminescence; 340,000 compounds, 0.3% hits; Mu-type opioid receptor (Homo sapiens) + Delta-type opioid receptor (Homo sapiens), …; cells; activation, % at 9.3 µM; in the data active means activation above about 18%;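 further: 0% = vehicle-treated cells and 100% = reference agonist; values of inactives mirror those of a sister screen read the other way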
# phage Ecoli inh: growth loss of phage-infected E. coli, primary screen, RecBCD inhibitor project, absorbance, with phage, HTS; inhibition, % at 11.9 µM; 360,000 compounds, 0.26% hits; AID 651602, 2012; in the data active means inhibition above about 11%
# AddAB inh: growth inhibition of E. coli expressing H. pylori AddAB, primary screen, AddAB inhibitor project, absorbance; inhibition, % at 11.9 µM; 330,000 compounds, 0.29% hits; AID 435030, 2010; in the data active means inhibition above about 12%;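 further: 0% = vehicle wells of infected cells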
# The depositor's hits bear a star; ? = inconclusive; . = not tested or not shown.
# Start of the data: the first 5 records as a preview:
No.	SMILES	PKA-R1A activ	PfHsp90 set2	OPRM1-OPRD1 ag	SUMO Mot1 rescue	MOR-DOR inv ag	AddAB inh	Ecoli viability	HTR5A inv ctr	Tat transport	phage Ecoli inh	PKA-R2B act
1	COCCNC(=O)NC1(C(F)(F)F)Oc2ccc(Cl)cc2O1 (stereo unspecified)	3	.	2.6	-8	-14	-0.3	-4.0	4	-12	0.7	-10
2	COc1ccc(Cl)cc1S(=O)(=O)NCc1cccs1	0	24	0.7	-17	-3	1.7	1.1	14	-2	2.7	-3
3	CCOC(=O)c1ccccc1Oc1c(F)c(F)nc(NCCO)c1F	0	6	-1.1	-22	6	2.6	-0.5	16	-5	1.5	4
4	CCN(CC)S(=O)(=O)c1cccc(C(=O)NCC2CCCO2)c1 (stereo unspecified)	7	-4	-1.6	-14	9	4.3	-1.4	10	-9	3.2	8
5	Cc1ccccc1N1C(=O)CSC1=C(C#N)C#N	-1	15	-0.2	8	1	-0.3	0.0	1	-2	-0.6	1

# The list itself, from the start:
No.	SMILES	PKA-R1A activ	PfHsp90 set2	OPRM1-OPRD1 ag	SUMO Mot1 rescue	MOR-DOR inv ag	AddAB inh	Ecoli viability	HTR5A inv ctr	Tat transport	phage Ecoli inh	PKA-R2B act
1	COCCNC(=O)NC1(C(F)(F)F)Oc2ccc(Cl)cc2O1 (stereo unspecified)	3	.	2.6	-8	-14	-0.3	-4.0	4	-12	0.7	-10
2	COc1ccc(Cl)cc1S(=O)(=O)NCc1cccs1	0	24	0.7	-17	-3	1.7	1.1	14	-2	2.7	-3
3	CCOC(=O)c1ccccc1Oc1c(F)c(F)nc(NCCO)c1F	0	6	-1.1	-22	6	2.6	-0.5	16	-5	1.5	4
4	CCN(CC)S(=O)(=O)c1cccc(C(=O)NCC2CCCO2)c1 (stereo unspecified)	7	-4	-1.6	-14	9	4.3	-1.4	10	-9	3.2	8
5	Cc1ccccc1N1C(=O)CSC1=C(C#N)C#N	-1	15	-0.2	8	1	-0.3	0.0	1	-2	-0.6	1
6	CC1(NC(=O)N2CCOCC2)CCS(=O)(=O)C1 (stereo unspecified)	-9	25	-0.4	-10	3	1.6	-0.4	3	31	2.2	-9
7	COC(C[C@H](O)C[C@@H](O)[C@H](C)OCc1ccccc1)OC	-1	19	-2.9	.	17	.	.	-29	-3	1.6	-2
8	Cc1ccc(C(=O)N[C@H](C(=O)NC2CCCCCCC2)C(C)C)cc1	-13	-11	-4.2	6	16	1.2	-0.7	0	7	-0.1	-16
9	COc1cc2c(cc1OC)C(c1ccccc1C(F)(F)F)CC(=O)N2 (stereo unspecified)	-7	-6	0.5	-2	-3	3.5	0.6	-12	14	-0.2	-7
10	CCN(CC)S(=O)(=O)c1ccc(-c2cn3ccc(C)cc3n2)cc1	0	-49	2.7	1	-12	0.5	-0.7	6	-14	2.1	5
11	CCOC(=O)c1sc(NC(=O)c2cccnc2)c(C#N)c1C	-10	22	-0.5	21	3	1.5	0.0	7	1	1.5	-10
12	COc1ccc(S(=O)(=O)NC2CCCCC2)cc1C(=O)N1CCCCC1	0	6	0.1	-8	-1	1.4	0.7	-43	-4	0.9	-4
13	Cc1cc(C)cc(NC(=O)COC(=O)CCC2CCCC2)c1	-5	-12	7.7	.	-29	-0.3	-1.1	3	8	3.2	-21
14	O=C(c1ccccc1F)N1CCN(S(=O)(=O)c2ccc(S(=O)(=O)N3CCCCC3)cc2)CC1	6	-10	-1.6	10	9	-1.0	-0.1	4	-1	1.9	5
15	COc1ccc(S(=O)(=O)Nc2cccc(-n3cnnn3)c2)cc1OC	-3	-13	-2.9	1	15	5.2	-1.4	14	4	3.0	-12
16	CCOc1ccc(C(=O)Nc2c3c(nn2-c2cccc(Cl)c2)CS(=O)C3)cc1 (stereo unspecified)	-4	-20	-3.0	-9	16	0.8	-1.2	23	0	-0.4	-7
17	CCOC(=O)c1c(P(=O)(N2CCOCC2)N2CCOCC2)noc1N	-6	-19	-2.0	-5	11	0.2	-3.2	-12	-12	-0.9	8
18	CCCSc1cc(=O)n(-c2ccccc2)nc1C(=O)OCC	-11	5	2.7	-13	-14	1.1	-2.6	-3	0	1.4	-7
19	C=CCNC(=O)c1ccc(-c2nc(-c3ccc(Cl)c(Cl)c3)cs2)cc1	2	.	-2.0	-10	10	-1.3	-2.5	7	-7	2.2	0
20	O=C(COC(=O)CCc1nc2ccccc2s1)Nc1cccc(S(=O)(=O)N2CCOCC2)c1	-1	9	-2.5	24	11	-0.2	3.1	-1	-5	1.5	-10
21	Cc1cccc(C)c1OCCCN1CCOCC1	-2	0	-3.9	-8	18	-1.0	0.1	-1	-3	.	-8
22	CC(C)COc1ccc(C(=O)NC(Cc2c[nH]c3ccccc23)C(=O)NN)cc1 (stereo unspecified)	-7	-2	1.6	2	-8	5.8	2.1	13	-3	7.8	5
23	CN(Cc1cn[nH]c1-c1cc2ccccc2o1)CC1CCOCC1	1	9	-1.1	136	5	-2.2	-1.5	-3	5	2.5	11
24	Cc1ccc(S(=O)(=O)N2CCN(Cc3ccccn3)CC2)cc1	5	3	1.1	12	-6	0.8	0.3	6	-2	0.3	7
25	COc1ccc(C(=O)N2CCOC23CCN(c2ncccn2)CC3)cc1	0	2	-0.5	-7	3	-0.9	-1.8	8	0	4.4	-10
26	Cn1ccsc1=NC(=O)c1ccccc1F	7	14	-0.2	23	2	1.7	0.1	-5	-4	0.2	6
27	Cc1nn(Cc2ccccc2)c2sc(C(=O)N3CCN(Cc4ccc5c(c4)OCO5)CC3)cc12	-8	16	-2.2	22	11	1.3	-1.6	-23	9	2.9	7
28	CC(=O)O[C@H]1[C@@H](O)[C@H](O)[C@H](Oc2c(O)c(C)c3c4c2[C@@H](C)CC[C@@H]4[C@@H](C)C[C@H]3C=C(C)C)O[C@H]1C	0	?	7.5	107	-42	-1.9	-1.6	12	29	0.5	-6
29	COC(=O)c1sccc1NC(=O)c1sccc1C	-5	.	3.6	13	-21	-0.6	-3.5	13	-11	0.5	-6
30	Cn1c(N)c(C(=O)COC(=O)/C=C/c2cccc(C(F)(F)F)c2)c(=O)n(C)c1=O	2	7	3.7	0	-14	0.4	-3.5	-22	2	3.4	-5
31	O=C(CN1CCN(C2CCCCC2)CC1)NCCC1=CCCCC1	-6	25	-1.3	14	8	2.3	1.2	0	-10	-2.8	9
32	CCOC(=O)c1ccc(NC(=O)c2cccc3c2C(=O)N(CC2CCCO2)C3)cc1 (stereo unspecified)	4	-41	-0.3	28	2	-0.6	0.3	-12	7	2.0	5
33	O=C(CCc1nnc2ccc(NCc3ccco3)nn12)Nc1cccc(F)c1	-13	10	-4.1	-21	22	3.2	1.5	-6	0	3.4	1
34	CCCn1c(N)c(N(CCOC)C(=O)c2cc(Cl)nc3ccccc23)c(=O)[nH]c1=O	6	.	-2.0	.	11	0.6	-0.5	-2	-3	2.6	4
35	COc1ccc(NC(=O)c2ccccc2)c([N+](=O)[O-])c1	0	-42	3.6	228	-16	0.6	-0.2	-10	-1	3.1	-8
36	COC(C[C@H](O)C[C@H](O)[C@@H](C)OCc1ccccc1)OC	3	2	-2.3	-12	13	0.3	-2.4	-3	-3	3.1	2
37	COc1ccc(S(=O)(=O)Nc2ccccc2C(=O)NCc2cccnc2)cc1C	-5	-8	-0.5	-11	3	3.3	-1.3	-9	1	0.6	-2
38	CC(C)c1ccc(N=c2c([N+](=O)[O-])nn(-c3ccc4c(c3)OCCO4)n2O)cc1	-6	3	5.4	12	-34	1.8	1.2	7	-1	2.0	-8
39	CCN(CC)S(=O)(=O)c1cc(NC(=O)c2cc(-c3ccccn3)nc3ccccc23)ccc1C	0	-17	1.0	-6	-5	3.0	1.6	10	12	5.4	-4
40	Cc1cc(Nc2ccc(C(=O)N3CCCCC3)cc2)c2cccc(C)c2n1	1	-12	-0.9	397	4	.	.	-2	3	0.4	-9
41	Cc1ccc(C(=O)O/N=C(\N)Cc2cccc3ccccc23)cc1	-5	-28	14	223	-95	4.4	1.1	-51	-6	-2.1	-4
42	CCO[C@H]1OC(C(N)=O)=C[C@@H](c2ccc(Br)cc2)[C@@H]1CCCO	-8	-2	0.8	-15	-5	5.8	1.4	18	-1	2.8	-3
43	O=c1[nH]c(-c2cccnc2)nc2ccccc12	-8	15	-0.1	97	1	3.4	-1.5	3	0	1.5	13
44	Cc1ccc(-c2nn(CCC(=O)O)cc2CCC(=O)O)cc1	-5	.	-2.5	-25	13	1.9	1.1	-4	-3	1.6	-4
45	Cc1ccc(S(=O)(=O)N2CCOCC2)cc1NC(=O)CSc1nc(N)cc(N)n1	4	-16	-0.8	.	5	.	.	-1	-9	4.8	-1
46	CCOC(=O)C(C#N)(Cc1cc(OC)cc(OC)c1)Cc1cc(OC)cc(OC)c1	4	13	1.7	-7	-9	-1.6	0.2	-35	13	2.2	7
47	C/C(=N/OC(=O)CC(C)C)c1cc(-c2ccc(Cl)cc2)no1	0	7	2.7	6	-13	3.4	0.4	9	-7	2.5	-10
48	CC1CCN(C(=O)C(=O)c2cn(CC(=O)N3CCCCCC3)c3ccccc23)CC1	-4	12	-1.4	9	7	-0.7	-2.8	-26	9	1.8	-3
49	CN1C(=S)SC(N(O)C(=O)Nc2ccc(Cl)c(Cl)c2)C1(C)C (stereo unspecified)	-11	18	-0.9	40	4	4.1	5.7	6	8	6.2	0
50	C=CCNc1nc(SC)nc2ccsc12	-5	-7	-0.5	10	3	0.3	2.4	-10	2	1.0	18
51	C=CCN1C(=O)/C(=C2/Sc3ccccc3N2C)SC1=Nc1ccccc1C	0	0	-2.9	-14	17	-0.1	-0.3	-11	15	-0.9	-17
52	COC(=O)CN(C#N)c1nc(SC)nc(N(C)C)n1	-8	.	-0.2	0	1	-0.1	-0.2	-44	-4	1.9	8

# Laid out differently: results already given.
52: COC(=O)CN(C#N)c1nc(SC)nc(N(C)C)n1
48: CC1CCN(C(=O)C(=O)c2cn(CC(=O)N3CCCCCC3)c3ccccc23)CC1
Compound	52	48
PKA-R1A activ	-8	-4
PfHsp90 set2	.	12
OPRM1-OPRD1 ag	-0.2	-1.4
SUMO Mot1 rescue	0	9
MOR-DOR inv ag	1	7
AddAB inh	-0.1	-0.7
Ecoli viability	-0.2	-2.8
HTR5A inv ctr	-44	-26
Tat transport	-4	9
phage Ecoli inh	1.9	1.8
PKA-R2B act	8	-3

# Not a hit list; any-hit rate near 2.2%.
